KDM5B inhibitor – blocks human KDM5B histone demethylase activity | Potency, µM (doses to about 57.7 µM), inactives show at the top dose activity change, negative = inhibition, usual class: inhibitors | actives 2.6% (n = 220,000) | Q9UGL1 | AID 1347165 | KDM5B demethylase, FDH-coupled NADH fluorescence (FDH is formaldehyde dehydrogenase); active = well fitted inhibition curve with a large enough effect; inconclusive = small, poorly fitted or top-dose-only effect; inactive = no such curve, though single readings can be large or run the other way; also: 0% is about no effect; nearly all actives have a fitted effect of over 70% in size
Target sequence (Q9UGL1 whole entry, looked up): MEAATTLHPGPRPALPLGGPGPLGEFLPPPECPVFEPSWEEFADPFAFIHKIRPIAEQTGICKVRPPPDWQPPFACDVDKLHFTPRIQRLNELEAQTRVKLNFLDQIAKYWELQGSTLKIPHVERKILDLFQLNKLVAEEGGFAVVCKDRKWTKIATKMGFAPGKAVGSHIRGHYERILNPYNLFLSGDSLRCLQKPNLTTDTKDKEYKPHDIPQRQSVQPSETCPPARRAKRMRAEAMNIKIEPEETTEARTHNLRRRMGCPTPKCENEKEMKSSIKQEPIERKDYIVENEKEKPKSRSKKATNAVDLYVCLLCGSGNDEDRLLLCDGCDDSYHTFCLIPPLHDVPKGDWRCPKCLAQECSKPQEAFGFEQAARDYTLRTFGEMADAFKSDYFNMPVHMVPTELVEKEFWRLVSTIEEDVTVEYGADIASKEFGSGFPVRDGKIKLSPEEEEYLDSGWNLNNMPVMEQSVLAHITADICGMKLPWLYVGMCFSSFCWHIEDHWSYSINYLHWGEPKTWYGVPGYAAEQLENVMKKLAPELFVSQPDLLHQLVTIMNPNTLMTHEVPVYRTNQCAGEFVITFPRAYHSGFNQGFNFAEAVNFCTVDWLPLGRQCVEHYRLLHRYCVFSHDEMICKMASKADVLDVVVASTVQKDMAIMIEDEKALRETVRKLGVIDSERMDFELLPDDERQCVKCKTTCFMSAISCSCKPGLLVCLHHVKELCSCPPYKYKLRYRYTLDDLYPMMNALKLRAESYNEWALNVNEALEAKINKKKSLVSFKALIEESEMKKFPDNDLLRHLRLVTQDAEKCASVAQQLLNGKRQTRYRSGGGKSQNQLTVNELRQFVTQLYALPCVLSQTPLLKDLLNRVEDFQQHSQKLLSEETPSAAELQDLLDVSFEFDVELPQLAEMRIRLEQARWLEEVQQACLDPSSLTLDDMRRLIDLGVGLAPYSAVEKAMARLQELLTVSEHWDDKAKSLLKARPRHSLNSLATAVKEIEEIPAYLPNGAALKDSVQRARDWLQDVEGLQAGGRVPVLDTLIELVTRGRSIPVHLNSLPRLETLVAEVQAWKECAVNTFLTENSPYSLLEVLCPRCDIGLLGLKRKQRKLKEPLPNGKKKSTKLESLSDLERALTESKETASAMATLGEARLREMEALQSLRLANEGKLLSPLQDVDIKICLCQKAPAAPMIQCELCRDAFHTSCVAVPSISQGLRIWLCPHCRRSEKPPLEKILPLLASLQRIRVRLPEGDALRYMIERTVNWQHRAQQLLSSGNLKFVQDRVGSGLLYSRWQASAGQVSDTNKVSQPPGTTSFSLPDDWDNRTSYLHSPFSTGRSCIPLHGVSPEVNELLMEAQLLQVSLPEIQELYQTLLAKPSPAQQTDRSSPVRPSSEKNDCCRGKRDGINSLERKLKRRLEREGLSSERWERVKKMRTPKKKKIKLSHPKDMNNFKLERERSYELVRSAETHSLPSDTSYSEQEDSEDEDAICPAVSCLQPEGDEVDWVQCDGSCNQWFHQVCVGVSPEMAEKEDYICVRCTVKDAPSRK
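Coupled FDH/NAD⁺ fluorescence readout. KDM5BΔAP 200 nM final; compound titration, 10 min RT preincubation; substrate mix 12.5 µM H3K4me3, 25 µM 2-OG, 50 µM Fe(II), 100 µM ascorbate, 0.25 mM NAD⁺, 0.25 U/mL FDH; ΔRFU over 30 min.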
* marks the source's active call; other numbers are inactive results; [ ] = another dose, or the depositor's remark. Potency is read from the fitted curve at half-maximal effect. This is a subset; count on the stated rates, not on these rows.

CCCC1(CO)CCCN(C(=O)c2ccc(C)c(N3CCNC3=O)c2)C1 (stereo not drawn) was read as KDM5B inhibitor 28.6%.
`Cc1nn(C)c2c1c(C(F)(F)F)cc(=O)n2CC(=O)N1CCN(c2ccccc2F)CC1` gave KDM5B inhibitor -26.0%.
`CC(=O)Nc1ccc(OCCS(C)(=O)=O)cc1` gave KDM5B inhibitor 14.5%.
Screening OCCNc1ncnc2c1cnn2Cc1ccccc1 returned KDM5B inhibitor -4.9%.
For Cc1ccc2[nH]cc(CCNC(=O)c3cccc(Cl)c3)c2c1 the results were KDM5B inhibitor -1.8%.
Cc1ncncc1C(=O)N1CC[C@@](O)(C2CCOCC2)[C@H](C)C1 was read as KDM5B inhibitor 9.2%.
COc1ccc(-c2ccc3ncc(Nc4ccc(CCO)cc4)n3n2)cn1 was read as KDM5B inhibitor -33.5%[86.2 µM].
`CC(C)c1ccc(C2NC(=O)c3n[nH]c(-c4cccs4)c32)cc1` (stereo not drawn) gave KDM5B inhibitor -13.9%.
Screening CCOc1ccc2nc(N(Cc3cccnc3)C(=O)c3ccc4c(c3)OCCO4)sc2c1 returned KDM5B inhibitor inconclusive.
For O=C(CCC1NC(=O)c2ccccc2NC1=O)NC1CCCCCCC1 (stereo not drawn) the results were KDM5B inhibitor 17.2%.
For COCC(=O)N(C1CCOCC1)C1CCN(C(=O)c2ccc(C)c(C)c2)CC1 the results were KDM5B inhibitor -6.7%.
For O=C(Nc1ccccc1NS(=O)(=O)c1cccs1)c1ccc(Cl)cc1[N+](=O)[O-] the results were KDM5B inhibitor inconclusive.
`CCOC(=O)c1cc(-c2ccccc2)n(CCC(=O)Nc2ccc(C(F)(F)F)cc2)c1C` gave KDM5B inhibitor inconclusive.
For CCCCNC(=O)C1=CC(c2ccc3c(c2)OCO3)=NS(=O)(=O)N1C the results were KDM5B inhibitor inconclusive.
Cc1ccc(NS(=O)(=O)c2ccc3c(c2)-c2oncc2CO3)cc1C was read as KDM5B inhibitor -22.0%.

Arranged by count of non-hydrogen atoms (falling): some entries from above.
Screening CCOc1ccc2nc(N(Cc3cccnc3)C(=O)c3ccc4c(c3)OCCO4)sc2c1 returned KDM5B inhibitor inconclusive.
For O=C(Nc1ccccc1NS(=O)(=O)c1cccs1)c1ccc(Cl)cc1[N+](=O)[O-] the results were KDM5B inhibitor inconclusive.
COc1ccc(-c2ccc3ncc(Nc4ccc(CCO)cc4)n3n2)cn1 was read as KDM5B inhibitor -33.5%[86.2 µM].
CCCC1(CO)CCCN(C(=O)c2ccc(C)c(N3CCNC3=O)c2)C1 (stereo not drawn) was read as KDM5B inhibitor 28.6%.
For CCCCNC(=O)C1=CC(c2ccc3c(c2)OCO3)=NS(=O)(=O)N1C the results were KDM5B inhibitor inconclusive.
`CC(C)c1ccc(C2NC(=O)c3n[nH]c(-c4cccs4)c32)cc1` (stereo not drawn) gave KDM5B inhibitor -13.9%.
For Cc1ccc2[nH]cc(CCNC(=O)c3cccc(Cl)c3)c2c1 the results were KDM5B inhibitor -1.8%.
Screening OCCNc1ncnc2c1cnn2Cc1ccccc1 returned KDM5B inhibitor -4.9%.
`CC(=O)Nc1ccc(OCCS(C)(=O)=O)cc1` gave KDM5B inhibitor 14.5%.

Going on with the list:
Cc1nnc([C@H]2CCN(Cc3ccccc3)C2)o1 was read as KDM5B inhibitor 9.0%[115 µM].
Screening COC[C@H]1NC(=O)CC[C@H]1C(=O)N1CCN(c2ccccc2F)CC1 returned KDM5B inhibitor -15.3%.
Screening CC(=O)NC1CC2(CCN(C(=O)CCC(=O)O)CC2)c2ccccc21 (stereo not drawn) returned KDM5B inhibitor 11.0%[115 µM].
For COc1cc(C(Nc2ccc(S(=O)(=O)NCC3CCCO3)cc2)C(=O)NC(C)(C)C)cc(OC)c1OC (stereo not drawn) the results were KDM5B inhibitor 12.9%.
`C/C(=N\OC(=O)c1ccc(F)cc1F)c1ccc(F)cc1F` gave KDM5B inhibitor -8.4%.
For O=C(Nc1ccc2nc[nH]c(=O)c2c1)c1ccc(F)cc1Cl the results were KDM5B inhibitor -20.2%.
CCN(c1ccccc1)S(=O)(=O)c1ccc(C(=O)N(C)CCc2ccc(OC)c(OC)c2)cc1 was read as KDM5B inhibitor 16.0%.
For O=C(COc1ccc(F)cc1)NCc1ccc2c(c1)CCN2C(=O)c1ccccc1 the results were KDM5B inhibitor -11.1%.
For CCCCCCCCCCS(=O)(=O)N/N=C/c1ccc2c(c1)OCO2 the results were KDM5B inhibitor -19.1%.
For O=C1CC2(CCN(Cc3ccc(C(F)(F)F)cc3)CC2)Oc2ccccc2N1 the results were KDM5B inhibitor 3.1%.
`CC1CCC(NC(=O)c2cc(=O)c3ccccc3o2)CC1` (stereo not drawn) gave KDM5B inhibitor -7.1%.
Screening CCN(C(=O)Cn1c(SCc2ccccc2F)nc2cccnc21)c1ccccc1 returned KDM5B inhibitor inconclusive.
For Cc1ccc(CNC(=O)Cn2c(=O)cc(-c3ccccc3)c3c(C)nn(C)c32)cc1 the results were KDM5B inhibitor inconclusive.
Cn1c(=O)c2cc(C(=O)NCCCN3CCN(c4ccc(F)cc4)CC3)sc2c2ccccc21 was read as KDM5B inhibitor inconclusive.
For O=C(CSC1=Nc2ccccc2C2=NC(Cc3ccccc3)C(=O)N12)Nc1cccc(Cl)c1 (stereo not drawn) the results were KDM5B inhibitor inconclusive.
For CCOc1ccc(CN2CCNC(=O)C2CC(=O)N2CCCCCC2)cc1 (stereo not drawn) the results were KDM5B inhibitor -25.7%.
`Cc1cc2nc(COC(=O)c3cccc(NC(=O)c4cccc(Cl)c4)c3C)cc(=O)n2o1` gave KDM5B inhibitor 13.9%.
For COCCC1(NS(C)(=O)=O)CCN(C(=O)c2ccc(OC)nc2)CC1 the results were KDM5B inhibitor 23.2%.
For Cc1cccc(CN2CCC(CNC(=O)Nc3cn(CC(C)C)c(=O)c4ccccc34)CC2)c1 the results were KDM5B inhibitor inconclusive.
CCN(CC)c1ccc(C=Nc2cc(C)cc(C)c2)cc1 was read as KDM5B inhibitor 1.3%.
`COc1ccc(N2CCN(c3ccc(S(=O)(=O)N(C(C)C)C(C)C)cn3)CC2)cc1` gave KDM5B inhibitor inconclusive.
`CCCCCn1nc(C(=O)N(Cc2ccc(F)cc2)C2CC2)c2ccccc2c1=O` gave KDM5B inhibitor -13.5%.
Screening Fc1ccc(CN2CCn3c(nnc3-c3ccccc3)C2)cc1 returned KDM5B inhibitor 11.7%[86.2 µM].
CCOC(=O)C1C(c2ccc([N+](=O)[O-])cc2)C2C(=O)NN=C2CC1(C)O (stereo not drawn) was read as KDM5B inhibitor 17.9%.
`N#Cc1ncn(CC(=O)Nc2cc(F)ccc2F)n1` gave KDM5B inhibitor 12.4%.
Screening CCC1=[N+](CC(=O)c2ccc(Br)cc2)CCn2c(C)ccc21 returned KDM5B inhibitor -22.2%.
For Cn1cc(C(=O)N2CCN(c3cccc(Cl)c3)CC2)c(=O)c2cc(S(=O)(=O)N3CCCC3)ccc21 the results were KDM5B inhibitor -9.8%.
For c1ccc(-c2cn3c4ccccc4n(CCN4CCCCC4)c3n2)cc1 the results were KDM5B inhibitor inconclusive.
For CN(Cc1ccccc1)C(=O)Cn1c(=O)n(C)c2ccccc21 the results were KDM5B inhibitor 21.7%.
`Cc1cc(-c2ccc(S(=O)(=O)Nc3ccccc3C)cc2)on1` gave KDM5B inhibitor -13.0%.

Quoted at random: 2 compounds from above.
For CN(Cc1ccccc1)C(=O)Cn1c(=O)n(C)c2ccccc21 the results were KDM5B inhibitor 21.7%.
`Cc1cc2nc(COC(=O)c3cccc(NC(=O)c4cccc(Cl)c4)c3C)cc(=O)n2o1` gave KDM5B inhibitor 13.9%.

(continued)
For CC(=O)N1CCC(NC[C@H]2Cn3c(-c4ccc5c(c4)OCCO5)cnc3CO2)CC1 the results were KDM5B inhibitor inconclusive.
`O=C1NCCN1CCNS(=O)(=O)c1ccc(F)c(Cl)c1` gave KDM5B inhibitor 2.9%.
`CCc1ccc(-c2nc3c(c(SCc4ccccc4)n2)Cc2c(CO)cnc(C)c2O3)cc1` gave KDM5B inhibitor -5.3%.
Screening C=CCc1cc(CNC)cc(OC)c1OCC returned KDM5B inhibitor 14.3%.
Screening COC(=O)[C@H](CC(C)C)N(CCc1cn(Cc2ccc(C)cc2)nn1)S(=O)(=O)c1ccc(F)cc1Br returned KDM5B inhibitor -9.3%.
Cc1ccc(CN(C(=O)c2ccc(-n3cnnn3)c(C)c2)C(C)C)o1 was read as KDM5B inhibitor -1.9%.
For COc1ccc(NC(=O)c2cc3c(N4CCCC4)nc(C)cn3n2)c(OC)c1 the results were KDM5B inhibitor 369.4%[activator].
CCOC(=O)c1cnc2ccc(C(=O)OC)cc2c1Nc1ccc(OCC)cc1 was read as KDM5B inhibitor -6.6%.
Screening CC(C)c1ccc(Nc2ncnc3onc(-c4ccc(F)cc4)c23)cc1 returned KDM5B inhibitor inconclusive.
Screening COc1ccc(C(=O)COC(=O)Cc2c(F)cccc2Cl)cc1Br returned KDM5B inhibitor -14.0%.
Screening O=S1(=O)c2ccc(N3CCSCC3)cc2Oc2ccccc2CN1Cc1cn(Cc2cccc(F)c2)nn1 returned KDM5B inhibitor inconclusive.
C=CCNC(=O)NC(=O)CSc1nc(-c2ccccc2)c(-c2ccccc2)o1 was read as KDM5B inhibitor inconclusive.
COc1ccc(C(=O)N2CCC3(CC2)OC(=O)N(Cc2cccnc2)C3(C)c2ccccc2)cn1 (stereo not drawn) was read as KDM5B inhibitor 15.6%.
For O=C(NC1CC1)c1cc(-c2ccco2)nc2ccccc12 the results were KDM5B inhibitor inactive.
Screening COc1ccc(NC(=O)C2CCCN(c3ccc4nncn4n3)C2)cc1Cl (stereo not drawn) returned KDM5B inhibitor -4.3%.
Screening CCC(=O)Nc1ccc(C2(C(=O)N3CCN(c4ccccn4)CC3)CCCCC2)cc1 returned KDM5B inhibitor inconclusive.
Cc1ccc(-n2ncc3c(N4CCCCCC4)ncnc32)cc1C was read as KDM5B inhibitor inconclusive.
`CC(O)CNc1nc2c(c(=O)n(C)c(=O)n2C)n1Cc1ccccc1Br` (stereo not drawn) gave KDM5B inhibitor 0.5%.
`Cc1ccc(-c2csc3nc(-c4ccncc4)[nH]c(=O)c23)cc1` gave KDM5B inhibitor inconclusive.
`O=C(NCc1ccc(F)cc1)c1nc(-c2cccnc2)c2cnccn12` gave KDM5B inhibitor inactive.
COc1ccc(Cl)cc1NC(=O)CSc1nc2c([nH]c3ccccc32)c(=O)n1-c1ccccc1 was read as KDM5B inhibitor -52.8%.
Screening CN(Cc1ccsc1)C1CCc2ccccc21 (stereo not drawn) returned KDM5B inhibitor -10.4%[86.2 µM].
CCn1c(CCCOc2ccc(Cl)cc2Cl)n[nH]c1=S was read as KDM5B inhibitor -10.3%.
For CCOC(=O)NC(Nc1cccc(F)c1)(C(=O)OCC)C(F)(F)F (stereo not drawn) the results were KDM5B inhibitor -1.8%.
`COc1cccc(N2CC(C(=O)N(C)C)NC2=O)c1` (stereo not drawn) gave KDM5B inhibitor 12.6%[86.2 µM].
For COc1ccc(CN(C)Cc2ccncc2C)c(OCC(O)CN2CCCC2)c1 (stereo not drawn) the results were KDM5B inhibitor inconclusive.
Screening COc1ccc(C2CC(=O)NC(NC(=O)c3ccc(Br)cc3)=N2)c(OC)c1OC (stereo not drawn) returned KDM5B inhibitor -0.5%.
`NN=C(c1cccc([N+](=O)[O-])c1)c1cccc([N+](=O)[O-])c1` gave KDM5B inhibitor 9.7%.
Screening N#Cc1cccc(C(=O)N2CCCCCCNC(=O)[C@@H]3CCCC[C@@H]32)c1 returned KDM5B inhibitor 8.2%.
`O=C(CCCCn1c(=O)c2ccccc2n(CC(=O)Nc2cccc(F)c2)c1=O)NCc1ccccc1Cl` gave KDM5B inhibitor -21.1%.
For CN(Cc1ccc(OC(F)(F)F)cc1)C1CCc2ccccc21 (stereo not drawn) the results were KDM5B inhibitor -21.0%[86.2 µM].
`Cc1c(C2c3nc[nH]c3CCN2Cc2ccc(CO)o2)oc2ccccc12` (stereo not drawn) gave KDM5B inhibitor 47.0%[activator].
`c1ccc2sc(SCC34CC5CC(CC(C5)C3)C4)nc2c1` gave KDM5B inhibitor 5.5%.
`Nc1nccnc1C(=O)NCc1ccnc(Oc2ccccc2)c1` gave KDM5B inhibitor inconclusive.
For O=[N+]([O-])c1cccc2nc(/C=C/c3ccc(C(F)(F)F)cc3)ccc12 the results were KDM5B inhibitor 0.0%.
For Cn1c(=O)c2c(ncn2CCC(=O)Nc2ccc(Br)cc2)n(C)c1=O the results were KDM5B inhibitor 21.5%.
Cc1noc(-c2cccc(F)c2)c1C(=O)NCCCCc1ccccc1 was read as KDM5B inhibitor -28.8%.
CC(C)CNS(=O)(=O)c1cc(C(=O)OCC(=O)N2CCOCC2)c(Cl)cc1Cl was read as KDM5B inhibitor 19.1%.
Screening Cc1ccc(Cl)cc1Nc1nn2c(=O)c3ccc(C(=O)N4CCCC(C)C4)cc3nc2s1 (stereo not drawn) returned KDM5B inhibitor -0.6%.
Screening CS(=O)(=O)N1CCC(Cc2ccc(C(=O)O)cc2)CC1 returned KDM5B inhibitor 3.8%.
COCC1CN(C2CCC2)CC12CCN(C(=O)CC(C)C)CC2 (stereo not drawn) was read as KDM5B inhibitor inconclusive.
Cc1nc2cc(C(=O)N3CCC(Cc4nncn4C(C)C)CC3)ccc2n1-c1ccc(C(C)C)cc1 was read as KDM5B inhibitor -13.2%.
Cc1ccncc1-c1c(C)nn2c1N(C(=O)c1cccc(Cl)c1)CCC2 was read as KDM5B inhibitor 8.8%[86.2 µM].
Screening COc1cc(C2C(C(=O)Nc3ccccc3)=C(C)Nc3nnnn32)cc(OC)c1OC (stereo not drawn) returned KDM5B inhibitor inconclusive.
COc1ccc(C(=O)Nc2ccc3oc(=O)ccc3c2)cc1 was read as KDM5B inhibitor inconclusive.
`Cc1ccccc1-c1nc2cnccn2c1NCCC(=O)N(C)Cc1ccccc1` gave KDM5B inhibitor 28.2µM*.
